ZTA DNA inh = ZTA (EBV) inhibition in EBNA-1 counter-screen; P03206; ZTA-DNA binding, fluorescence polarization; inhibition, % at 11 µM; 320,000 compounds, 0.15% hits; AID 2234; in the data active means inhibition above about 33%
Efflux pump inh = blocks antifungal efflux pumps in multiplex yeast assay. inhibition, % at 10 µM. S. cerevisiae Candida pump triplex, Nile Red efflux. 330,000 compounds, 0.44% hits;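 active means plate passing quality check with inhibition over a set limit, or well fluorescence over plate mean plus 4 SD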;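 further: Nile Red retained in pooled yeast measured as flow cytometry median fluorescence; 0% = buffer negative control and 100% = Enniatin B positive control; higher means more Nile Red kept so more efflux inhibition; some compounds called inactive have numbers as strong as hits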
PP1 inh = PP1-alpha (human) inhibition in PP5 counter-screen. 320,000 compounds, 0.9% hits. purified PP1alpha, OMFP fluorescence. inhibition, % at 6.7 µM. P62136;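 active means inhibition above the mean inhibition of all tested compounds plus 3 SD, computed separately for each screening campaign, cut at about 15% in these data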
Target sequence (P62136 whole entry, looked up): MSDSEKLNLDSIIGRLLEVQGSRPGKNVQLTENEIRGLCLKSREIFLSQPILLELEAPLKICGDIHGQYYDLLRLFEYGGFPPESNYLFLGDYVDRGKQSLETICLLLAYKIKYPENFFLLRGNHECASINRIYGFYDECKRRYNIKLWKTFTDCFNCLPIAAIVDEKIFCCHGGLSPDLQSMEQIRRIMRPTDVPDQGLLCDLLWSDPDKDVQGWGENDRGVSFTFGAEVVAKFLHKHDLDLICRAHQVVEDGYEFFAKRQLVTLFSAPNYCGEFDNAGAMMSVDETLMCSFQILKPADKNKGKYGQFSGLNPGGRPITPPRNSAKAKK
core dimer inh = blocks dimerization of HCV core protein | TR-FRET GST/Flag-core106 dimerization, 1536-well | inhibition, % at 5 µM | 300,000 compounds, 0.33% hits | AID 1899;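 active means inhibition above the mean of all tested compounds plus 3 SD, set per screening campaign, cut at about 45% in these data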
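Material: GST/Flag-tagged HCV core106 proteins. Incubation: 4 h, 22.5 °C incubation. Read-out basis: inhibition (%) from 671 over 617 nm ratio. Measured by: TR-FRET, excitation 340 nm, emission 617 and 671 nm.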
EBNA-1 inhibitor = blocks EBNA-1 binding to DNA. EBNA-1 DNA binding, fluorescence polarization. inhibition, % at 14.8 µM. 300,000 compounds, 0.34% hits. AID 1950; in the data active means inhibition above about 28%
CTSL1 counter = counter-screen for PFM18AAP inhibitors: inhibitors of F. hepatica cathepsin L1; 300,000 compounds, 0.49% hits; recombinant F. hepatica cathepsin L1, Z-Leu-Arg-MCA fluorescence; AID 1906; inhibition, % at 5.96 µM;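 active means inhibition above the mean of all tested compounds plus 3 SD, set per screening campaign, cut at about 17% in these data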;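 further: 0% = plate median of test compound wells and 100% = 1 µM Z-Phe-Ala-diazomethylketone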
PP5 inh = inhibitors of human protein phosphatase 5 (PP5) | purified PP5c, OMFP substrate fluorescence | inhibition, % at 6.7 µM | P53041 | AID 1987 | 320,000 compounds, 0.18% hits;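 active means inhibition above the campaign's mean inhibition across all tested compounds plus 3 SD, cut at about 9.5% in these data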;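 further: 0% = DMSO only and 100% = 100 µM cantharidin control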
TPT1 inh = inhibitors of Candida albicans tRNA 2'-phosphotransferase TPT1. AID 1962. inhibition, % at 5 µM. recombinant caTPT1, FP RNA substrate dephosphorylation. 300,000 compounds, 0.81% hits;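 active means inhibition above the mean of all tested compounds plus 3 SD, set per screening campaign, cut at about 24% in these data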;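 further: plate controls were DMSO alone for no effect and ferristatin control at 100 nM for full effect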
PREPL inh = inhibitors of human prolyl oligopeptidase-like enzyme PREPL | Q4J6C6 | recombinant PREPL, fluorescence polarization activity-based probe | inhibition, % at 5.96 µM | 320,000 compounds, 0.68% hits | AID 2751; in the data active means inhibition above about 43%;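 further: 0% = enzyme with DMSO and 100% = wells lacking enzyme; many of its hits are not listed in these tables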
Target sequence (Q4J6C6 whole entry, looked up): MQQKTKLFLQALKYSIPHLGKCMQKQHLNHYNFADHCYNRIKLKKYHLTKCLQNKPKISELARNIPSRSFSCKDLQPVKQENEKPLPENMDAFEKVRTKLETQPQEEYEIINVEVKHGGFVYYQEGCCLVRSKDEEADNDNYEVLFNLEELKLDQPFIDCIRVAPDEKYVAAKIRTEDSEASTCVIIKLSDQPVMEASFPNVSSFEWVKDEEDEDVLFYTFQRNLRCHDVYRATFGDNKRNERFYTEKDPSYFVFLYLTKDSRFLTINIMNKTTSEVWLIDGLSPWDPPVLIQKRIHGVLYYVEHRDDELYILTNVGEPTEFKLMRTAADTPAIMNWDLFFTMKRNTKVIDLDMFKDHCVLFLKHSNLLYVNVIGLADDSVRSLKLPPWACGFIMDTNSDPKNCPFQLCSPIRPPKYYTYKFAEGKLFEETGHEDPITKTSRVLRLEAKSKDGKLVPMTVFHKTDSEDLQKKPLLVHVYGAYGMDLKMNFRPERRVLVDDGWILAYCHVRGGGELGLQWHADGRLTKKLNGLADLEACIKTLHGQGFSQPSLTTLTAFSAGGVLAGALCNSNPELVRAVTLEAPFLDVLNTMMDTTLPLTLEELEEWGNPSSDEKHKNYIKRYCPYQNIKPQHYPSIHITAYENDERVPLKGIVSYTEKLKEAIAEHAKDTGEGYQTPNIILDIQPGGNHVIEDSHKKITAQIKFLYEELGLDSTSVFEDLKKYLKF
* hit, by the source's call. This is a subset. The share of hits here may be higher or lower than overall.

SMILES | ZTA DNA inh | Efflux pump inh | PP1 inh | core dimer inh | EBNA-1 inhibitor | CTSL1 counter | PP5 inh | TPT1 inh | PREPL inh
O=C(CN1C(=O)c2ccccc2C1=O)N1CCN(S(=O)(=O)c2ccccc2)CC1 | 15 | 0.0 | 2 | 0 | 9 | -1 | -3.0 | -3 | 1
COc1ccc(-n2c(CN3CCC(C)CC3)nc3ccc([N+](=O)[O-])cc3c2=O)c(OC)c1 | -7 | -0.1 | 1 | 12 | -2 | 1 | -1.6 | 1 | 3
Cc1ccc(S(=O)(=O)NCC(C)n2cncn2)cc1C (centres undefined) | -7 | 0.0 | -5 | 2 | -5 | -2 | 0.9 | -2 | -11
O=C(CCc1nc2ccccc2n1-c1ccccc1)NCCO | -15 | -0.2 | -3 | -6 | -4 | -2 | 0.4 | -1 | 0
O=P(Cc1ccccc1O)(c1ccccc1)c1ccccc1 | -3 | 0.0 | 1 | -8 | -1 | 0 | 1.6 | -3 | 6
O=C(CC1(O)C(=O)N(Cc2ccccc2)c2ccccc21)c1ccncc1 (centres undefined) | 1 | 0.1 | 0 | 5 | -8 | 5 | 1.6 | 4 | 10
COc1cccc(OCC(=O)Nc2ccccc2NC(C)=O)c1 | 11 | 0.1 | -5 | 0 | 4 | -2 | 1.4 | 2 | -5
O=C(c1ccccc1)n1c(=O)c(F)cn(COCCBr)c1=O | 2 | 0.0 | 5 | -6 | -6 | -5 | 1.9 | -1 | -8
CCCCCCn1c(N2CCC(C)CC2)nc2c1c(=O)[nH]c(=O)n2C | -3 | 0.1 | -2 | 11 | 1 | 3 | 1.6 | -5 | 39
Cc1cccc(NC(=O)c2ccc(-n3cncn3)c([N+](=O)[O-])c2)c1 | -6 | -0.1 | -3 | -6 | -7 | 1 | 0.0 | 0 | 10
CCc1ccc(NC(=O)C(=O)NCC2CCCN2S(=O)(=O)c2cccs2)cc1 (centres undefined) | -4 | -0.1 | -3 | 0 | 11 | 1 | -0.3 | -1 | -3
CC(=O)Nc1cc(NC(C)=O)cc(C(=O)OCC(=O)N2CC(C)OC(C)C2)c1 (centres undefined) | -14 | -0.1 | 1 | -9 | 0 | -3 | -0.9 | -4 | 3
CCOC(=O)c1sc2nc(CN3CCCCC3)nc(Cl)c2c1C | -5 | 0.1 | -4 | 1 | -2 | -2 | 2.0 | 2 | 3
CC[n+]1c(C)sc2sc3ccccc3c21 | 15 | -0.1 | -1 | 0 | -4 | -2 | 1.7 | 18 | 2
CCOc1ccc(C(=O)N(CN2CCCC2=O)c2ccccc2)cc1 | 6 | 0.0 | -3 | 0 | -12 | 3 | 0.5 | 2 | -3
O=C(NCc1ccncc1)c1cn(-c2ccccc2)nc1-c1cccnc1 | 24 | 0.0 | -3 | 4 | 3 | 2 | -1.4 | 2 | 4
CNC(=O)COC(=O)/C=C/c1cccc(F)c1 | -18 | -0.1 | 2 | -6 | -6 | -7 | 0.0 | -9 | 16
COCCNC(=O)CN(C(=O)Cn1nnc2ccccc21)c1ccccc1 | 1 | 0.0 | 0 | -2 | 1 | 1 | 2.2 | -2 | 0
COC(=O)CCCC(=O)N1CCCC(C(=O)c2ccc(-c3ccccc3)cc2)C1 (centres undefined) | 1 | 0.0 | 4 | 6 | 3 | 5 | 3.9 | -2 | 0
CC(Sc1n[nH]c(N)n1)C(=O)NC1CCCCC1C (centres undefined) | -1 | 0.0 | 1 | -7 | -2 | 0 | 0.6 | -5 | 6
Fc1ccc(-n2c(Cc3ccccc3)nnc2SCc2nc(-c3ccc(Cl)cc3)no2)cc1 | 0 | 0.0 | 4 | 10 | -2 | 4 | 5.5 | -2 | 31
N#CCSc1nnc(COc2ccccc2)n1-c1ccccc1 | 6 | -0.1 | -1 | 0 | 0 | 1 | 1.3 | -3 | -5
CCCCCC(=O)N/N=C(\C)c1ccc(NC(=O)c2ccco2)cc1 | 2 | 0.0 | -3 | -2 | -1 | 5 | 0.1 | -1 | 4
O=C(C1CCCN(S(=O)(=O)c2ccc(Br)cc2)C1)N1CCOCC1 (centres undefined) | -11 | 1.2 | -3 | -1 | -2 | 1 | -1.6 | 2 | -6
Cc1nnc(SCC(=O)NCc2cccs2)[nH]c1=O | -12 | 0.0 | -2 | 1 | -9 | 0 | 3.6 | 0 | -3

(next part)
SMILES | ZTA DNA inh | Efflux pump inh | PP1 inh | core dimer inh | EBNA-1 inhibitor | CTSL1 counter | PP5 inh | TPT1 inh | PREPL inh
COc1ccc(C(CCNCc2ccc(OC(C)C)cc2)C(C)C)cc1 (centres undefined) | -7 | 0.0 | 4 | -4 | -8 | 1 | 1.4 | -4 | -39
CCCCn1c(CN2CCN(c3ccccc3)CC2)nc2c1c(=O)n(C)c(=O)n2C | -4 | 0.1 | -5 | -10 | 12 | 3 | 3.7 | 2 | 6
CCOc1cc2[nH]c(=S)n(CC3CCCN3CC)c(=O)c2cc1OCC (centres undefined) | -6 | 0.0 | 2 | 0 | 1 | 3 | 2.7 | 1 | 12
COc1ccc(C(C)=O)cc1CSc1nnc(C)n1-c1ccccc1 | -9 | 0.2 | -1 | 1 | 3 | -4 | 1.3 | 0 | -7
Fc1cccc(NC(=S)N2CCN(c3ccccn3)CC2)c1 | -4 | -0.1 | -4 | -7 | 4 | 10 | -4.1 | -3 | -3
COc1ccc(/C=N/N=C2/NC(=O)C(CC(=O)NC(N)=O)S2)cc1 (centres undefined) | 12 | -0.2 | 4 | 2 | -4 | 6 | 1.4 | 1 | 2
COC(=O)Cn1c(CN(Cc2ccccc2)Cc2ccccc2)nc2c1c(=O)[nH]c(=O)n2C | -6 | -0.2 | 0 | 4 | 6 | 0 | -0.3 | -1 | 11
O=C(NCc1ccco1)c1cccs1 | 15 | 0.0 | -1 | -5 | 5 | -3 | 0.7 | -3 | -1
O=C1[C@@H]2Cc3c([nH]c4ccccc34)C(c3cccc(Br)c3)N2C(=O)CN1C1CCN(Cc2ccccc2)CC1 (some centres undefined) | -9 | 0.0 | 9 | 15 | 15 | -3 | 5.4 | 2 | -7
CCCOc1ccc(C2NC(=O)CCC2[N+](=O)[O-])cc1 (centres undefined) | 9 | 0.3 | -5 | -1 | -18 | 0 | -0.4 | 3 | 11
COC(=O)c1[nH]c2cccc(OC)c2c1NC(=O)C(C)N1CCC(C)CC1 (centres undefined) | 10 | 0.1 | -4 | -3 | -18 | -1 | 3.1 | 0 | 12
Clc1ccc(NC2=NCCC2)cc1Cl | 8 | 0.0 | -3 | -3 | 1 | -3 | -1.2 | -5 | -9
C=CCn1c(=S)[nH]c2cc(-c3ccccc3)sc2c1=O | 5 | 0.3 | 6 | 16 | -9 | 0 | 1.8 | -2 | 2
O=C(N/N=C/c1cccs1)C(O)c1ccccc1 (centres undefined) | 14 | -0.2 | -3 | 1 | 0 | -3 | 0.7 | -1 | 5
O=C(Nc1ccnn1C1CCN(Cc2ccn[nH]2)CC1)c1ccccc1 | -23 | 0.2 | -2 | 5 | -4 | 0 | -4.6 | -1 | 8
CCOC(=O)c1ccc(-c2ccc(/C=N/NC(=O)Cc3nnc(N)s3)o2)cc1 | -8 | 0.0 | 1 | 0 | 10 | 2 | 1.2 | 2 | 4
O=C(CN1C(=O)S/C(=C\c2ccc(C(=O)O)cc2)C1=O)Nc1ccccc1 | -18 | 0.2 | -2 | 5 | -16 | -1 | 1.7 | 5 | 3
O=C(Nc1ncc2c(n1)-c1ccccc1OC2)c1cccc([N+](=O)[O-])c1 | -2 | 0.1 | -2 | -1 | 5 | 0 | -0.1 | 0 | 1
O=C(NCc1n[nH]c(=S)n1-c1ccc(F)cc1)c1ccc(S(=O)(=O)N2CCOCC2)cc1 | -8 | -0.2 | -1 | -1 | 2 | -1 | 0.0 | -2 | 23
Cc1ccccc1C(=O)NC(NC(=O)c1ccccc1C)c1cccc([N+](=O)[O-])c1 | -11 | -0.2 | 3 | -16 | -5 | 7 | 1.6 | -2 | 4
COc1ccc(N2CCN(C(=O)COC(=O)c3cc(S(=O)(=O)N(C)C)ccc3N3CCCC3)CC2)cc1 | -24 | -0.1 | -2 | 0 | -15 | 2 | 1.3 | -6 | 35
Cc1cc(=O)oc2c1ccc1ccccc12 | -4 | 0.0 | -8 | 10 | -20 | -19 | 1.6 | -5 | 9
COc1ccccc1OCC(=O)Nc1nc2c(s1)CCCC2 | -2 | 0.4 | -1 | -4 | -17 | -1 | 0.6 | 4 | -2
CCOC(=O)C1CCN(c2c(NCCN3CCCCC3C)c(=O)c2=O)CC1 (centres undefined) | 4 | -0.1 | 0 | -2 | 5 | 3 | 0.1 | -4 | 13
O=C(COC(=O)CCC1CCCC1)Nc1ccccc1OC(F)F | 15 | 0.0 | 6 | 2 | 1 | -7 | 0.7 | 3 | -10

Compounds above with bromine:
SMILES | ZTA DNA inh | Efflux pump inh | PP1 inh | core dimer inh | EBNA-1 inhibitor | CTSL1 counter | PP5 inh | TPT1 inh | PREPL inh
O=C(c1ccccc1)n1c(=O)c(F)cn(COCCBr)c1=O | 2 | 0.0 | 5 | -6 | -6 | -5 | 1.9 | -1 | -8
O=C(C1CCCN(S(=O)(=O)c2ccc(Br)cc2)C1)N1CCOCC1 (centres undefined) | -11 | 1.2 | -3 | -1 | -2 | 1 | -1.6 | 2 | -6
O=C1[C@@H]2Cc3c([nH]c4ccccc34)C(c3cccc(Br)c3)N2C(=O)CN1C1CCN(Cc2ccccc2)CC1 (some centres undefined) | -9 | 0.0 | 9 | 15 | 15 | -3 | 5.4 | 2 | -7

Back to the main list; the two compounds before the break are reprinted first.
SMILES | ZTA DNA inh | Efflux pump inh | PP1 inh | core dimer inh | EBNA-1 inhibitor | CTSL1 counter | PP5 inh | TPT1 inh | PREPL inh
CCOC(=O)C1CCN(c2c(NCCN3CCCCC3C)c(=O)c2=O)CC1 (centres undefined) | 4 | -0.1 | 0 | -2 | 5 | 3 | 0.1 | -4 | 13
O=C(COC(=O)CCC1CCCC1)Nc1ccccc1OC(F)F | 15 | 0.0 | 6 | 2 | 1 | -7 | 0.7 | 3 | -10
Cc1ccc(C(=O)NCCCNC(=O)c2ccc(Cl)cc2)cn1 | 10 | 0.0 | 2 | -1 | -4 | -1 | 0.6 | -1 | -6
COc1cccc(C2CC(c3ccccc3)Nc3nc(N)nn32)c1 (centres undefined) | -12 | -0.1 | -5 | -7 | -5 | 2 | -1.0 | -1 | 40
COc1ccccc1-c1nc(SCC(=O)N(C)c2ccccc2)c2c(=O)n(C)c(=O)n(C)c2n1 | 2 | 0.3 | 6 | 5 | 1 | -1 | 0.3 | 1 | 7
CC(=O)c1cc(C#N)c(Oc2cc(C)cc(C)c2)nc1C | -4 | -0.1 | -2 | 0 | 7 | 3 | 0.5 | -4 | -4
O=C(Nc1nc2ccccc2[nH]1)c1cccc(S(=O)(=O)N2CCOCC2)c1 | -2 | 0.0 | 5 | -6 | 6 | 0 | 1.9 | 0 | 17
CCN1CCN(CCCNC(=O)c2ccc3c(=O)n(CCc4ccccc4)c(=O)[nH]c3c2)CC1 | -6 | 0.5 | 0 | -4 | -12 | 2 | 0.6 | -3 | 19
c1ccc(CCNCC2COc3ccccc3O2)cc1 (centres undefined) | -3 | -0.2 | -6 | 11 | 9 | -4 | 1.6 | 1 | -18
O=C(CCNS(=O)(=O)c1cccs1)N1CCN(c2ccc(F)cc2)CC1 | -9 | 0.1 | 0 | -2 | 2 | -5 | 1.0 | 8 | -2
Cc1cccc2c1-c1sc(C(=O)N3CCc4ccccc4C3)cc1CO2 | -2 | 0.2 | 3 | -9 | 5 | -5 | -1.1 | 1 | -17
COc1ccc(C(=O)COc2nc(C)cc(C)c2C#N)cc1 | -1 | 0.1 | -2 | 5 | -4 | -1 | -1.8 | 0 | 3
Cc1c(N2C(=O)CSC2c2ccccc2)c(=O)n(-c2ccccc2)n1C (centres undefined) | 6 | 0.1 | 0 | -4 | -11 | 1 | 1.1 | -1 | 13

Screens from PubChem.
